VIM-2 inhibitor: inhibitors of Pseudomonas aeruginosa VIM-2 metallo-beta-lactamase | purified VIM-2, nitrocefin hydrolysis, epi-absorbance fluorescence | inhibition, % at 5.6 µM | hit rate 0.89% among 290,000 | AID 1527;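 active = inhibition above the mean of all tested compounds plus 3 SD, cutoff set per screening run, cut at about 7.5% in these data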;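 also: red hydrolysis product quenches plate fluorescence so inhibitors raise well fluorescence; 0% = enzyme with DMSO and 100% = DMSO without enzyme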
V1R ag counter: counter-screen for oxytocin receptor agonists: human V1a receptor agonists | P37288 | CHO-V1R cells, Fluo-8 calcium fluorescence, agonist mode; 0% DMSO, 100% 3 nM vasopressin | activation, % at 3 µM | hit rate 0.25% among 320,000 | AID 2797;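 active = activation above the mean activation of all tested compounds plus 3 SD, per screening run, cut at about 20% in these data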;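 also: signal is peak over basal fluorescence ratio across a 100 second FLIPR read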
Target sequence (P37288 whole entry, looked up): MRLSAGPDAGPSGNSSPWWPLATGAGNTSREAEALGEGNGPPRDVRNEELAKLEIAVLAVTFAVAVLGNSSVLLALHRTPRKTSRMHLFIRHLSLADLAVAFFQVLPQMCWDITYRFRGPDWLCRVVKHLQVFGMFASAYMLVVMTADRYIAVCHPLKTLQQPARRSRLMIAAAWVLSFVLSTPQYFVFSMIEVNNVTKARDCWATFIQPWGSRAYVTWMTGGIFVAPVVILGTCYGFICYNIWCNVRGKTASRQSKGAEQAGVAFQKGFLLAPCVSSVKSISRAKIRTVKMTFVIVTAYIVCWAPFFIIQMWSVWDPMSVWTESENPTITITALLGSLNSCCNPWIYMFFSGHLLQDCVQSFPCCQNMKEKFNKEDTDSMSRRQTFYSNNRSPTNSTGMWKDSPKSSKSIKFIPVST
HCV NS3 hel inh: inhibitors of Hepatitis C virus NS3 helicase. inhibition, % at 10.9 µM. hit rate 0.56% among 290,000. AID 1800. NS3 helicase DNA unwinding, Cy5 molecular beacon fluorescence;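 active = inhibition above the mean of all tested compounds plus 3 SD, set per campaign, cut at about 35% in these data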;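 also: 0% = DMSO wells and 100% = thioflavine S control wells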
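Test system: hepatitis C virus NS3 helicase domain fragment enzyme. Also added: annealed dual-labelled DNA beacon duplex, ATP-started. Timing: 60 min unwinding reaction at 25 °C after ATP addition. Technique: Cy5 fluorescence. Measure: % inhibition of unwinding.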
IMP-1 inhibitor: inhibitors of Pseudomonas aeruginosa IMP-1 metallo-beta-lactamase; purified IMP-1, nitrocefin hydrolysis, epi-absorbance fluorescence; inhibition, % at 5.6 µM; hit rate 0.45% among 290,000; AID 1556;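 active = inhibition above the mean plus 3 SD of all compounds in the same screening run, cut at about 4.5% in these data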;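 also: 0% = IMP-1 with DMSO and 100% = DMSO wells lacking enzyme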
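Assay system: purified IMP-1; Quantity: IMP-1 0.2 nM before substrate addition; Medium: HEPES buffer pH 7.1 with ZnSO4 and Brij 35; Incubation: 15 min enzyme–compound preincubation, then 25 min nitrocefin reaction, 25 °C; Signal: fluorescence quenching readout, ex 480/em 530 nm; Controls: DMSO with and without IMP-1; Repeats: singlicate testing.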
PHOSPHO1 inh: blocks human PHOSPHO1 phosphatase activity | Q8TCT1 | recombinant PHOSPHO1, absorbance phosphatase assay | inhibition, % at 13.3 µM | hit rate 1.1% among 290,000 | AID 1565; in the data active = inhibition above about 60%
Target sequence (Q8TCT1 whole entry, looked up): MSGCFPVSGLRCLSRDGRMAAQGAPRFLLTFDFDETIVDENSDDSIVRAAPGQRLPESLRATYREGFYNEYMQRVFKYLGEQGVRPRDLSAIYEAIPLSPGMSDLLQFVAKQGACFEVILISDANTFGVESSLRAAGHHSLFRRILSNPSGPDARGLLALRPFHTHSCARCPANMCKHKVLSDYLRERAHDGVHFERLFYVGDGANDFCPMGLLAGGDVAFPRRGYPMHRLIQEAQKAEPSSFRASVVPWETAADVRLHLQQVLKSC
GPR7 antagonist: antagonists of human GPR7 (neuropeptides B/W receptor 1); P48145; GPR7-expressing cells, fluorescence antagonist assay; inhibition, % at 4.4 µM; hit rate 1.1% among 290,000; AID 1861; in the data active = inhibition above about 16%, passing the limit was not always enough;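 also: cells stimulated with the agonist NPW; 0% = agonist with vehicle and 100% = vehicle without agonist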
OXTR agonist: activates the human oxytocin receptor. AID 2435. activation, % at 3 µM. hit rate 0.32% among 320,000. CHO-OTR cells, Fluo-8 calcium fluorescence; normalized: DMSO 0%, oxytocin 100%;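 active = activation above the mean of all tested compounds plus 3 SD, cutoff set per screening run, cut at about 20% in these data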;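 also: peak over basal fluorescence ratio from a 100 s FLIPR kinetic read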
Target sequence (P30559 whole entry, looked up): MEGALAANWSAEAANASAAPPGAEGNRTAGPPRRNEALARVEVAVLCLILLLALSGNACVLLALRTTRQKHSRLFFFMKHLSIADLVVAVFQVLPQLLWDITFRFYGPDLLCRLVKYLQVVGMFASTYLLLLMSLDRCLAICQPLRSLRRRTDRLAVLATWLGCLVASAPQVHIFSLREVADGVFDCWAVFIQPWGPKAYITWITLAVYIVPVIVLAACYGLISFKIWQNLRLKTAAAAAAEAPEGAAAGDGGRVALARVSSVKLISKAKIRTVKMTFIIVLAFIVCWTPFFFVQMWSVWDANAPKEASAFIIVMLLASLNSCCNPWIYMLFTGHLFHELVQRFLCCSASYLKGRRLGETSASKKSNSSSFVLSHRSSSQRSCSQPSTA
DNA FID counter: displaces DNA intercalator in HCV helicase counter-screen. hit rate 0.17% among 290,000. DNA fluorescent intercalator displacement, fluorescence. inhibition, % at 7.9 µM; in the data active = inhibition above about 37%;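 also: 0% = vehicle and 100% = reference compound; higher means more ethidium bromide displaced from hairpin DNA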
GalR3 antag: human GalR3 antagonism; O60755; HEK293 GalR3-CNG cAMP membrane potential fluorescence; galR3 body fused to GalR1 C-terminus; inhibition, % at 3 µM; hit rate 0.44% among 360,000; AID 651719;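 active = inhibition above the screen-wide average plus 3 SD, cut at about 13% in these data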;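 also: forskolin and galanin both at EC90 stimulate the cells; cAMP rise reported by CNG channel membrane potential dye signal; 0% = forskolin plus galanin with DMSO and 100% = forskolin alone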
Active calls of the source: *; nt = not tested or not shown.

SMILES	VIM-2 inhibitor	V1R ag counter	HCV NS3 hel inh	IMP-1 inhibitor	PHOSPHO1 inh	GPR7 antagonist	OXTR agonist	DNA FID counter	GalR3 antag
Cc1ccccc1CSc1nc2ccccc2c(=O)[nH]1	-3.4	0.0	-6	-3.4	3	-8	-1.1	-4	-4
Cc1ccc(C2C(C#N)=C(N)SC(N)=C2C#N)o1	3.2	1.8	11	2.3	102*	-10	2.9	-2	nt
CCOC(=O)c1nnc(-c2cccs2)nc1Oc1ccccc1C(=O)OC	-1.7	0.2	0	-1.1	-9	-7	-0.1	-2	-5
Cc1ccc(-c2nc(C(=O)O)cs2)cc1	-3.0	0.1	-2	-3.2	4	-13	-0.4	-4	-4
CCCc1cc(C(=O)Nc2ccccc2C(=O)OC)no1	-3.0	0.0	-2	-2.6	14	-10	-1.7	-11	nt
Cc1ccc(Nc2nnc(SCC(=O)Nc3ccccc3[N+](=O)[O-])s2)cc1	-3.1	-1.4	-10	-2.6	-13	1	-3.3	2	1
CC(=O)c1ccc(OC(C)C)c(Cc2c(O)nc(N)[nH]c2=O)c1	-2.8	1.4	4	-2.7	-22	-12	0.1	-1	-5
COc1cc(CNCc2ccc(OC)c(OC)c2OC)cc(OC)c1	-0.7	6.2	0	-3.6	-6	-4	8.8	19	-7
Cc1[nH]n(-c2ccccc2)c(=O)c1-c1ccc(Cl)cc1	-2.5	0.4	7	-0.6	11	-2	2.8	-1	-1
Cc1ccc(C(O)CSc2nnc(-c3ccc4ccccc4c3)n2C)cc1 (stereo not given)	-0.9	-0.4	5	-4.0	40	-14	-3.3	-35	4
Cc1ccc2cc(CN(CC3CCCO3)C(=S)Nc3ccccc3)c(=O)[nH]c2c1 (stereo not given)	-3.5	-0.7	-1	-3.7	-36	-9	-0.9	-23	8
COc1ccc(-c2nnc(SCC(=O)NC3CCCCC3)o2)cc1	-2.0	1.5	-5	-3.1	37	-5	0.1	-26	-11
CC(C)OC(=O)CSc1nc2ncccc2[nH]1	-3.2	1.2	3	0.1	-13	-11	0.5	0	-1
COCCn1c(=NC(=O)CSC(C)=O)sc2cc(F)ccc21	-1.7	-0.3	5	-1.6	-4	0	-0.4	-3	6
CCC(NC(=O)NCc1ccccc1)(C(F)(F)F)C(F)(F)F	-1.9	-0.8	7	-0.1	1	-5	-2.2	-3	1

Grouped by structure: the entries above with an aryl methoxy group.
SMILES	VIM-2 inhibitor	V1R ag counter	HCV NS3 hel inh	IMP-1 inhibitor	PHOSPHO1 inh	GPR7 antagonist	OXTR agonist	DNA FID counter	GalR3 antag
COc1cc(CNCc2ccc(OC)c(OC)c2OC)cc(OC)c1	-0.7	6.2	0	-3.6	-6	-4	8.8	19	-7
COc1ccc(-c2nnc(SCC(=O)NC3CCCCC3)o2)cc1	-2.0	1.5	-5	-3.1	37	-5	0.1	-26	-11

Later entries
SMILES	VIM-2 inhibitor	V1R ag counter	HCV NS3 hel inh	IMP-1 inhibitor	PHOSPHO1 inh	GPR7 antagonist	OXTR agonist	DNA FID counter	GalR3 antag
Cc1sc(NC(=O)CSc2nnc(-c3ccccc3)o2)c(C#N)c1C	1.2	-0.9	38*	-0.5	17	8	-0.9	-14	-2
CCOC(=O)c1cnc2ccc(C(=O)OC)cc2c1Nc1ccc(C(=O)O)cc1	-3.0	1.0	-6	-2.3	50	-9	0.8	-3	-1
Cc1ccc2c(c1)N(S(=O)(=O)c1ccc3c(c1)NC(=O)CC(=O)N3)CCO2	-2.6	0.4	-8	-2.8	23	-13	0.7	-16	-2
O=C1c2ccccc2NC(c2ccncc2)N1c1ccccn1 (stereo not given)	0.9	0.0	2	-3.3	5	1	-0.9	0	1
COc1cccc(NC(=O)Cn2c(=O)oc3cc(S(=O)(=O)N4CCCC4)ccc32)c1	-2.0	4.0	-4	-4.0	47	-8	5.1	-14	-7
CCOC(=O)c1c(NC(=O)/C=C/C(=O)O)sc(C)c1-c1ccc(C(C)(C)C)cc1	-1.4	-0.6	-15	-0.8	32	-7	-1.7	-11	-4
C#Cc1ccc(CN2CCCC(C(=O)Nc3ccccc3Oc3cccnc3)C2)cc1 (stereo not given)	-1.1	0.6	-12	-3.6	36	-5	0.2	12	-11
C/C(=N\Nc1ccc([N+](=O)[O-])cc1)c1ccc(O)cc1	3.0	3.2	-23	-0.1	32	2	0.8	11	2
CCOC(=O)c1c(NC(=O)c2ccco2)sc(C(=O)N2CCCC2)c1C	1.0	-0.6	9	-0.8	-24	-3	-1.2	-9	2
CCOC(=O)c1sc(=S)n(-c2ccccc2Cl)c1SC	-3.5	0.0	-4	-1.5	30	-9	-1.4	-6	-5
CCn1cc(C(=O)O)c(=O)c2cc(F)c(N3CCN(C(=S)NC(=O)c4ccc(F)cc4)CC3)cc21	-2.5	0.6	-5	-1.1	-8	-17	1.2	-3	0
O=C(O)C1CCN(C(=O)c2cccc3ccccc23)CC1	-2.1	0.0	3	-3.7	22	-6	1.1	-5	-4
CC(C)c1cc2c(c(O)c1O)[C@@]13CCCC(C)(C)C1CC2OC3=O (stereo not given in full)	-2.0	6.4	27	1.6	-127	1	5.2	-22	-1
O=C(CC1SC(=Nc2ccc3c(c2)OCCO3)NC1=O)Nc1ccc(F)cc1F (stereo not given)	-2.7	-0.2	1	-2.9	24	-14	-0.1	-23	-1
COCCn1c(=O)[nH]c2cc(C(=O)NCCc3ccc(OC)c(OC)c3)ccc2c1=O	-2.9	-0.7	-6	-2.3	23	2	1.2	-20	-4
COc1ccc(OC)c(CN2CCCC(CCC(=O)N(C)CCc3ccccn3)C2)c1 (stereo not given)	-2.1	-0.8	-1	-2.5	26	-21	-1.1	1	4
CCNC(=O)C(=O)NCC1OCCCN1S(=O)(=O)c1ccc(F)cc1C (stereo not given)	1.9	1.0	3	-0.3	38	0	-0.7	-10	-2
COc1ccc2oc(C)c(C(=O)Cn3ccnc3)c2c1	0.6	-1.2	-3	-2.0	17	-10	-0.1	2	15*
COc1ccc(OC)c(-n2cc3c(=O)n(C)c(=O)n(C)c3c2)c1	1.8	-1.1	10	-3.3	30	-4	-2.0	-11	-4
COc1ccccc1NC(=O)CC(NCCN(C)C)C(=O)O (stereo not given)	-8.1	0.3	2	-2.4	20	4	0.9	-3	-6
Cn1c(COc2cccc3cccnc23)nnc1SCC(=O)O	-3.2	-0.4	15	-5.2	35	-11	0.6	-4	-7
CCN(CC)c1ccc(-n2c(C)cc(C=O)c2C)cc1	-2.3	0.3	-4	-3.7	16	0	-0.3	-6	-1
CC(=O)O/N=C(\N)c1ccc(-c2csnn2)cc1	-3.0	-0.9	6	-1.9	17	-11	-1.6	-3	-4
COc1ccc(NC(=O)c2ccc(S(=O)(=O)NCc3cccnc3)cc2)cc1	-2.3	2.0	-1	-4.9	37	-16	-0.1	-11	-11
Cc1cc(NS(=O)(=O)c2ccc(NC(=O)CSc3nc4sc(C(=O)O)c(C)c4c(=O)[nH]3)cc2)no1	-1.1	1.4	-3	-2.1	-22	-2	0.0	-8	-7
CS(=O)(=O)N1CCN(c2nnc(-c3ccccc3)c3ccccc23)CC1	1.3	1.0	7	-2.5	-8	-7	-1.3	-26	-3
COc1ccc(C(=O)Nc2cnccn2)cc1[N+](=O)[O-]	1.1	0.4	-2	-0.7	14	-2	1.4	-3	-5
CC(C)c1ccc(CNc2nnnn2C)cc1	-2.1	0.1	-16	-2.7	35	-13	-0.7	-3	-3
O=C(CC1Sc2ccccc2NC1=O)NCc1ccc(Cl)cc1 (stereo not given)	-2.1	-1.3	-9	-4.1	19	-10	-0.3	-4	6
CCOC(=O)COc1coc(CN2CCN(c3ccc(F)cc3)CC2)cc1=O	-5.0	-0.1	2	-4.6	26	-13	0.1	-24	-1
CN1CCN(C(=S)NC(=O)c2ccco2)CC1	-3.9	0.5	1	-2.9	29	-5	-0.2	1	-1
CCOc1cc(/C=C2\SC(=N)N(c3nccs3)C2=O)ccc1OCCN1CCOCC1	-5.5	0.4	-6	2.0	-23	-1	0.9	-18	-4
COCCNC(=S)Nc1ccccn1	-0.6	-0.4	-2	-2.1	6	-4	-0.1	1	-1
Cc1c(Cl)cccc1NC(=O)Cn1nc(C)n2cccc2c1=O	-0.5	0.0	-4	-1.3	27	-3	-0.3	-6	-1
Cc1cc(NC(=O)CSc2ccccc2)no1	-2.3	0.4	0	-0.3	2	7	-0.7	1	-2
CCc1ccc2nc(N3CCN(C(=O)C(C)(C)C)CC3)sc2c1	-3.7	0.4	-5	-2.9	8	-15	-2.3	-49	-9
Cc1ccc(C)c(NC(=S)N(CCc2nc3cc(C)c(C)cc3[nH]2)Cc2cccnc2)c1	-0.9	0.0	-1	-2.3	-12	-7	-0.5	-1	-5
COc1ccc(N2CS(=O)CC2=O)cc1 (stereo not given)	0.2	0.2	2	-0.5	29	6	0.4	-1	2
O=C(Nc1ccccc1)Nc1ccc2ocnc2c1	-1.0	1.8	-2	-2.6	28	0	0.8	1	-4
O=C(O)CCN1C(=O)c2ccc(NC(=O)CSCc3ccccc3)cc2C1=O	0.5	0.8	9	-5.7	5	17	-0.6	-10	-3
CCOC(=O)CC1CCCCN1C(=O)CCCn1nnnc1CN1CCOCC1 (stereo not given)	-0.2	-0.4	-5	-2.0	14	0	0.4	-12	-1
O=C(CC(=O)Nc1ccccn1)Nc1ccccn1	-2.7	0.5	-1	-2.2	6	-10	1.9	4	0
CC(NC(=O)CCc1nnc(C2CCCCC2)o1)c1ccc(F)cc1 (stereo not given)	1.7	-0.3	-4	0.1	24	-1	-0.2	-17	-3
CCC(=O)Nc1ccc(NC(=O)c2cc3ccccc3o2)cc1	-1.5	1.7	8	-0.5	-25	2	0.5	-5	2
CCCS(=O)(=O)N1CCC(C(=O)NCCCN2CCC(Cc3ccccc3)CC2)CC1	0.7	0.9	3	-2.4	-6	-4	-0.2	10	-14
CN(Cc1cnccn1)C(=O)CC1C(=O)NCCN1Cc1ccc(F)cc1Cl (stereo not given)	-0.8	4.5	3	0.1	30	7	1.4	-15	-4
Cc1cc[n+](-c2[nH]c(=O)sc2/C=N/N=C(\[O-])c2ccncc2)cc1C	-0.1	1.6	26	-2.1	14	14	0.2	-12	-10
CCOC(=O)c1c(S(=O)(=O)NCC(C)c2ccccc2)c(C)n(C)c1C (stereo not given)	4.9	-1.9	25	2.5	27	0	-2.4	-41	-7
CCNC(=O)NC(=O)C(C)Sc1ccc2c(c1)OCCO2 (stereo not given)	-3.2	1.7	1	-3.9	2	-9	-0.5	-2	4
COc1ccc(OC)c(S(=O)(=O)Nc2cccc(F)c2)c1	-0.7	1.0	-3	-3.6	-38	-3	1.0	1	-5
COc1ccccc1CC(=O)NCCc1ccc(S(N)(=O)=O)cc1	-1.8	4.8	7	-0.2	-18	-6	0.0	-7	-5
CCC(=O)Nc1nnc(S(=O)(=O)N2CCc3ccccc32)s1	-1.8	3.0	-10	-1.1	5	-1	2.2	-13	-2
CC(=O)Nc1ccccc1C(F)(F)F	-3.4	1.4	7	-3.2	40	-6	2.2	-2	-3
COC(=O)c1ccc(C(=O)OCc2nc3cc4ccccc4cc3[nH]2)cc1	-1.2	0.7	-9	-4.6	-3	-7	-2.7	-4	-2

Screening results deposited in PubChem BioAssay by several laboratories.
